# rCAG RNA binder = binders of r(CAG) RNA repeats, primary screen, biochemical, fluorescence; 1.3% of 370,000 active; r(CAG) RNA repeat, TO-PRO-1 dye displacement fluorescence; inhibition, % at 3 µM; AID 651821, 2012;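 active = inhibition above the plate cutoff, the mean of all test compounds on that plate plus 3 SD, cut at about 35% in these data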;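 note: 0% = DMSO alone and 100% = 100 µM mitoxantrone as full dye displacement; higher means more dye released from RNA so lower well fluorescence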
# TCR CD3 inh = inhibitors of human TCR-CD3 interaction, primary screen, biochemical, fluorescence, TAMRA-labeled TCR probe; T-cell receptor (TCR); inhibition, % at 9.4 µM; 0.37% of 360,000 active; AID 651800, 2012; in the data active = inhibition above about 19%;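 note: recombinant mutant TCR 2C K166C tagged with TAMRA read by polarization; 0% = receptor in buffer alone and 100% = receptor with positive control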
# TDP2 inh = human TDP2 enzyme inhibitors, primary screen, biochemical, epi absorbance, recombinant enzyme; AID 720702, 2013; T5PNP hydrolysis, p-nitrophenol absorbance 415 nm; 0.34% of 370,000 active; inhibition, % at 12.8 µM;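 active = inhibition above the mean of all tested compounds plus 3 SD, set per campaign, cut at about 25% in these data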;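 note: 0% = DMSO with enzyme and 100% = buffer with substrate but no TDP2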
#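 Read-out basis: percent inhibition. System: recombinant human TDP2. Buffer or medium: Mg2+-containing Tris-HCl buffer, pH 7.5. Repeats: single replicate. Timing: reaction 2 h, 37 °C. Benchmarks: high control without enzyme, low control DMSO plus TDP2. Probe or stimulus: 5 mM T5PNP. Doses: 12.8 µM only. Measured by: epi absorbance of p-nitrophenol freed from T5PNP by hydrolysis.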
# PG9 binder = binders of HIV-1 gp120 antibody PG9, primary screen, biochemical, TR-FRET; HIV-1 gp120 / PG9 antibody interaction; TR-FRET gp120-PG9 antibody binding; inhibition, % at 6.7 µM; 0.43% of 360,000 active; AID 624416, 2012; in the data active = inhibition above about 8.5%
# ABHD4 inh = ABHD4 inhibitors, primary screen, biochemical, fluorescence polarization, mouse; 0.54% of 370,000 active; purified mABHD4, FP-Rh probe fluorescence polarization; inhibition, % at 8.92 µM; (Lyso)-N-acylphosphatidylethanolamine lipase (Mus musculus), Q8VD66; AID 720543, 2013;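 active = inhibition exceeding the mean over every tested compound plus 3 SD, cut at about 30% in these data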;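 note: 0% = plate median of compound wells and 100% = S159A mutant with DMSO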
# Target sequence (Q8VD66 whole entry, looked up): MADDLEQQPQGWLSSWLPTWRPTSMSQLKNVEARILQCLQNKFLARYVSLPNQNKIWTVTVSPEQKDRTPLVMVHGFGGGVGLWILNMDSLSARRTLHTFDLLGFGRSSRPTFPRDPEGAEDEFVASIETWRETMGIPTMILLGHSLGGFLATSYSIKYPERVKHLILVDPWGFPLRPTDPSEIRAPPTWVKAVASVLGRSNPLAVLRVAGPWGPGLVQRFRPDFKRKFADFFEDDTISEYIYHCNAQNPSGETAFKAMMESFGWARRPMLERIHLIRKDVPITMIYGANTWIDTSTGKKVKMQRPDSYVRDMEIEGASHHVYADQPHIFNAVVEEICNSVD
#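 Assay system: mABHD4 protein; medium: HEPES pH 7.0, NaCl, Pluronic buffer; dosing: 8.92 µM, single dose; schedule: 45 min + 60 min at 25 °C; signal: FP readout, ex 525 nm / em 598 nm; read-out: normalized percent inhibition of probe labeling; repeats: single replicate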
# LEDGF integ inh = blockers of LEDGF/p75-dependent integrase strand transfer – biochemical, TR-FRET, high throughput, primary screen | AID 743269, 2014 | inhibition, % at 3.7 µM | TR-FRET IN-LEDGF/p75 DNA integration, Eu/Cy5 | 0.64% of 370,000 active;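 active = inhibition above the screen-wide mean plus 3 SD, cut at about 13% in these data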;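 note: signal is the Cy5 over europium emission ratio at 671 and 618 nm; 0% = plate median of compound wells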
# PRMT1 FP inh = PRMT1 methyltransferase inhibitors, primary screen, biochemical, fluorescence polarization | recombinant PRMT1, activity-based probe fluorescence polarization | inhibition, % at 2.79 µM | 1.3% of 370,000 active | AID 652257, 2013;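 active = inhibition above about 21% made by adding two undisclosed values, limit read from the data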
# HTRA1 inhibitor = HTRA1 serine protease inhibitors, primary screen, biochemical, fluorescence polarization, HTS. recombinant HTRA1, FP-rhodamine activity-based probe. AID 504803, 2011. inhibition, % at 5.96 µM. Q92743. 0.5% of 340,000 active; in the data active = inhibition above about 36%;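 note: 0% = enzyme with DMSO and 100% = wells lacking enzyme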
# Target sequence (Q92743 whole entry, looked up): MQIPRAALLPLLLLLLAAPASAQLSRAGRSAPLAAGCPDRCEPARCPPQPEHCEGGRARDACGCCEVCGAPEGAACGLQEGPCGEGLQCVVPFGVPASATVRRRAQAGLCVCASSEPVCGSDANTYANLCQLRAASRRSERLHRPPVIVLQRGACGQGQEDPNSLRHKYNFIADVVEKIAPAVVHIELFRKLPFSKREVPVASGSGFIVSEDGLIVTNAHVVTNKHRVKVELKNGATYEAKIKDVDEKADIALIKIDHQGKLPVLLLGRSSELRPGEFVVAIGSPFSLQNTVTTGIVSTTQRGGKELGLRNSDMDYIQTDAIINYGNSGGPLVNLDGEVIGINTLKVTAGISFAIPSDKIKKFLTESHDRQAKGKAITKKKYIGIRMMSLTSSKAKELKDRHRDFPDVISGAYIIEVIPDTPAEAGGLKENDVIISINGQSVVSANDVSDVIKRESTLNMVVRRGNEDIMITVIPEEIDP
# SIAE primary = human SIAE inhibitors, primary screen, biochemical, fluorescence polarization, FP-Rh probe, 1536-well HTS. Sialate O-acetylesterase (Homo sapiens), Q9HAT2. SIAE FP-Rh probe binding. inhibition, % at 9.66 µM. 0.69% of 370,000 active;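 active = inhibition above a cutoff: mean of compounds within the control limits plus 3 SD of those, cut at about 17% in these data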;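 note: 0% = plate median of compound wells and 100% = probe without SIAE protein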
# Rev-erbA mod = modulators of Rev-erb alpha DNA binding, primary screen, biochemical, FITC-DNA, fluorescence polarization, uHTS; Nuclear receptor subfamily 1 group D member 1 (Homo sapiens), P20393; Rev-erbα–FITC-DNA binding, 90 min; activity, % at 10 µM; 0.79% of 370,000 active;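 active = activity above about 14%, limit read from the data; passing the limit was not always enough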;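 note: 0% = DMSO wells with 35 nM protein and 100% = DMSO wells with 750 nM protein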
# An asterisk follows results filed as active; · = not tested or not shown. These rows are one share of the data. The share of hits here may be higher or lower than overall.
no.	compound	rCAG RNA binder	TCR CD3 inh	TDP2 inh	PG9 binder	ABHD4 inh
1	CC(SC1=NCCS1)C(=O)Nc1nnc(-c2ccc(Br)cc2)s1 (stereo not given)	6	-1	-2	0.9	-4
2	Cn1c(C(=O)N2CCN(C(=O)c3ccco3)CC2)cc2c(=O)n(C)c3ccccc3c21	5	-3	-4	1.6	2
3	CC(=O)Nc1ccc(S(=O)(=O)N2CCC(NC(=O)c3ccccc3)CC2)cc1	0	0	-10	-0.6	2
4	CCN(CCCn1c(SCC#N)nc2ccccc2c1=O)c1ccccc1	5	-3	-18	0.5	-11
5	COC(=O)c1ccc(Nc2nc(C)nc3c2nnn3Cc2ccccc2)cc1	-3	1	10	-0.1	-5
6	Nc1ncnc2nc(SCCN3CCCCC3)[nH]c12	-2	2	1	2.0	1
7	CCCCN(C(=O)c1cccc(C)c1)c1c(N)n(CCC)c(=O)[nH]c1=O	-1	2	-2	2.0	-2
8	CCCCC1=CC2=C(c3ccco3)C(=O)C(C)(OC(=O)c3ccc(OC)cc3)C(=O)C2=CN1CC1CC1 (stereo not given)	6	6	5	-0.5	2

no.	LEDGF integ inh	PRMT1 FP inh	HTRA1 inhibitor	SIAE primary	Rev-erbA mod
1	4	-5	1	-4	-7
2	-1	-1	3	2	4
3	-2	3	5	-9	-1
4	-1	9	-10	-5	-2
5	-5	2	4	-9	-2
6	2	0	-6	1	3
7	-1	2	3	10	-1
8	6	12	6	14	1

# New compounds follow.
no.	compound	rCAG RNA binder	TCR CD3 inh	TDP2 inh	PG9 binder	ABHD4 inh
9	Cc1ccc(CSc2nnc(C)c(=O)[nH]2)cc1	3	4	2	-0.3	-1
10	COc1ccc(CCNC(=O)COC(=O)c2ccc([N+](=O)[O-])o2)cc1	-1	-8	-6	-3.8	-7
11	Cc1ccc(-c2nnn(CC(=O)N3c4ccccc4CCc4ccccc43)n2)cc1	-5	0	-5	-2.8	1
12	COc1ccc(CN2C[C@]3(C=C(C)Cn4c(=O)n(-c5ccccc5)c(=O)n43)N=C2NC(=O)c2ccccc2)c(OC)c1	42*	·	-3	·	0
13	COc1ccc(OCC(=O)Nc2ccccc2C(=O)N2CCOCC2)cc1	-3	10	0	0.0	4
14	COCCCC1CCN(C(=O)C2CCC(=O)N(C3CCCCCC3)C2)CC1 (stereo not given)	-8	-1	14	-2.3	2
15	Cc1noc(C(=O)Nc2ccccc2C(F)(F)F)c1Cl	2	0	8	-1.3	-9
16	CC(C)(Oc1ccc(Cl)cc1)C(=O)NCC(c1cccs1)N1CCOCC1 (stereo not given)	-8	-3	-2	-0.5	1

no.	LEDGF integ inh	PRMT1 FP inh	HTRA1 inhibitor	SIAE primary	Rev-erbA mod
9	3	-4	-1	3	3
10	5	-3	15	5	-5
11	0	-1	-18	-6	11
12	-4	1	·	2	2
13	3	-1	-4	-5	2
14	2	-4	8	6	-5
15	-1	1	-6	16	3
16	4	-1	0	-4	-4

# Further structures
no.	compound	rCAG RNA binder	TCR CD3 inh	TDP2 inh	PG9 binder	ABHD4 inh
17	COC(=O)CNC(=O)Cc1c(C)n(C(=O)c2ccc(Cl)cc2)c2ccc(OC)cc12	-5	8	1	-1.2	-7
18	C=C(C)CNC(=S)NNC(=O)c1cc(C)oc1C	-2	0	-12	0.0	5
19	Cc1ccc(NC(=O)CN2CCc3ccccc3C2)cc1C	-9	-8	-6	-2.3	-3
20	CCC(Cc1ccccc1)NS(=O)(=O)c1ccc2c(c1)NC(=O)CO2 (stereo not given)	4	1	-5	-0.9	-4
21	Cc1cc(=O)oc2c1c(C)nn2-c1ccc(Cl)cc1	3	0	-11	-0.4	-2
22	COc1ccc(NC(=O)COC(=O)c2ccc(OC)c(S(=O)(=O)N3CCCC3)c2)cc1OC	0	3	0	0.8	10
23	CC(=O)C1=C(C)N(Cc2ccc(Cl)cc2)C(=S)NC1c1ccccc1 (stereo not given)	3	-13	1	-1.3	-9
24	CCOC(=O)CSc1nc(-c2cccs2)nc2c1c(=O)n(C)c(=O)n2C	5	3	-11	-0.4	-18

no.	LEDGF integ inh	PRMT1 FP inh	HTRA1 inhibitor	SIAE primary	Rev-erbA mod
17	-2	4	-3	3	-5
18	5	-1	5	0	-4
19	-4	3	-2	-4	4
20	-4	1	-8	4	-3
21	-1	0	0	-10	-2
22	-3	2	3	-1	7
23	-2	0	·	-4	0
24	4	-7	2	-4	2

# (next part)
no.	compound	rCAG RNA binder	TCR CD3 inh	TDP2 inh	PG9 binder	ABHD4 inh
25	Clc1cccc(Cl)c1Cn1ccc(C2CC2)n1	-4	6	-1	0.5	-5
26	CC(=O)Nc1ccc(NC(=O)COc2ccc(S(=O)(=O)NC(C)c3ccccc3)cc2)cc1 (stereo not given)	-5	1	4	-0.3	-7
27	CN1C(=O)c2ccccc2Sc2ccc(NC(=O)N3CCOCC3)cc21	-2	4	18	0.1	-2
28	CCS(=O)(=O)N1CCC(C(=O)Oc2ccc(C(=O)OC)cc2)CC1	-3	6	7	-0.8	3
29	CCOC(=O)c1ccc(NC(=S)N(CCCN2CCN(CC)CC2)Cc2ccco2)cc1	-6	2	-4	-0.3	7
30	CCOc1ccccc1CN1CCNC(=O)C1CC(=O)NCCC1=CCCCC1 (stereo not given)	-7	5	3	-2.3	6
31	Cc1ccc(OCCCCN2CCCC(C)C2)c([N+](=O)[O-])c1 (stereo not given)	0	6	11	0.1	13
32	Cc1c2ccccc2nc2ccccc12	6	9	3	-3.8	14

no.	LEDGF integ inh	PRMT1 FP inh	HTRA1 inhibitor	SIAE primary	Rev-erbA mod
25	2	-8	4	-2	6
26	3	-5	-1	3	-5
27	1	-3	1	-3	-2
28	-1	0	-3	10	-5
29	8	-2	1	-2	1
30	2	0	-5	9	-1
31	4	-4	-5	9	-7
32	1	-2	8	1	-1

# Structures listed so far that have a furan ring, fused or not, in the order listed:
no.	compound	rCAG RNA binder	TCR CD3 inh	TDP2 inh	PG9 binder	ABHD4 inh
2	Cn1c(C(=O)N2CCN(C(=O)c3ccco3)CC2)cc2c(=O)n(C)c3ccccc3c21	5	-3	-4	1.6	2
8	CCCCC1=CC2=C(c3ccco3)C(=O)C(C)(OC(=O)c3ccc(OC)cc3)C(=O)C2=CN1CC1CC1 (stereo not given)	6	6	5	-0.5	2
10	COc1ccc(CCNC(=O)COC(=O)c2ccc([N+](=O)[O-])o2)cc1	-1	-8	-6	-3.8	-7
18	C=C(C)CNC(=S)NNC(=O)c1cc(C)oc1C	-2	0	-12	0.0	5
29	CCOC(=O)c1ccc(NC(=S)N(CCCN2CCN(CC)CC2)Cc2ccco2)cc1	-6	2	-4	-0.3	7

no.	LEDGF integ inh	PRMT1 FP inh	HTRA1 inhibitor	SIAE primary	Rev-erbA mod
2	-1	-1	3	2	4
8	6	12	6	14	1
10	5	-3	15	5	-5
18	5	-1	5	0	-4
29	8	-2	1	-2	1

# The listing continues.
no.	compound	rCAG RNA binder	TCR CD3 inh	TDP2 inh	PG9 binder	ABHD4 inh
33	CC(=O)N1C(=O)N(C(C)=O)C2C1N(C(C)=O)C(=O)N2C(C)=O (stereo not given)	-1	1	2	-1.1	-1
34	CC(C)COc1ccc(C(=O)N/C(=C\c2cccc([N+](=O)[O-])c2)C(=O)OC(C)C)cc1	4	0	5	-0.3	-3
35	CCC1(C)SC(NC(C)=O)=NN1C(C)=O (stereo not given)	0	5	-4	-1.7	0
36	Fc1ccccc1CCNc1nnnn1-c1ccccc1	-3	-1	-4	0.7	2
37	COc1ccc(N(CC(=O)N2CCCC2)S(=O)(=O)c2ccc(NC(C)=O)cc2)cc1	-1	-8	1	-0.5	-3
38	CCC(Oc1ccccc1F)C(=O)NCCCn1ccnc1 (stereo not given)	-3	1	2	0.3	2
39	CSCCC(NC(=O)OCc1ccccc1)C(=O)NC(Cc1c[nH]c2ccccc12)C(=O)O (stereo not given)	13	-2	-2	0.6	-1
40	CC(=O)C1C(c2ccccc2)c2c(n[nH]c2C)CC1(C)O (stereo not given)	3	8	-21	-1.1	-11

no.	LEDGF integ inh	PRMT1 FP inh	HTRA1 inhibitor	SIAE primary	Rev-erbA mod
33	3	2	10	-1	7
34	-1	0	-16	1	1
35	2	4	7	2	3
36	0	-2	-4	0	2
37	-3	4	-3	-1	7
38	-2	-2	3	-1	10
39	-1	6	·	4	2
40	3	-1	1	-9	-8

# Next section:
no.	compound	rCAG RNA binder	TCR CD3 inh	TDP2 inh	PG9 binder	ABHD4 inh
41	CC(=O)Nc1ccc(SCC(=O)N(C)C2CCS(=O)(=O)C2)cc1 (stereo not given)	0	-9	-1	0.4	3
42	O=C(CSc1cccc2cccnc12)Nc1ccc(S(=O)(=O)N2CCOCC2)cc1	9	5	-8	-1.0	-2
43	CC1CCN(C(=O)CCNS(=O)(=O)c2ccc3c(c2)c(=O)n(C)c(=O)n3C)CC1	-1	4	12	-2.2	8
44	COC(=O)c1cc(S(=O)(=O)NCCc2cccc(C)c2)cn1C	1	6	3	-1.6	-1
45	CN(C)c1cccc(C(=O)NNC(=O)CN2C(=O)C3CC=CCC3C2=O)c1 (stereo not given)	0	-1	5	0.5	6
46	CCC(C(=O)Nc1ccc(C(C)C)cc1)c1ccccc1 (stereo not given)	-3	0	12	-0.7	-7
47	COc1ccc(Cl)cc1S(=O)(=O)N1CCN(Cc2ccc3c(c2)OCO3)CC1	-4	-1	2	-2.6	-16
48	Cc1ccc(N=C2C(=O)Nc3ccccc32)cc1C	2	-5	-10	-2.5	-7

no.	LEDGF integ inh	PRMT1 FP inh	HTRA1 inhibitor	SIAE primary	Rev-erbA mod
41	0	10	-8	3	-3
42	0	0	5	2	-4
43	-1	-1	-2	-6	-1
44	1	-3	-1	5	6
45	0	0	0	1	6
46	3	-1	-9	-3	4
47	2	-2	-7	4	-2
48	0	0	-7	2	-2

# More structures follow.
no.	compound	rCAG RNA binder	TCR CD3 inh	TDP2 inh	PG9 binder	ABHD4 inh
49	COc1ccc(Nc2cccc3ccccc23)cc1	3	5	-1	-2.1	17
50	CCOc1cc(/C=N\NC(=O)C2C(=O)NCC2c2ccccc2)ccc1OC (stereo not given)	-3	4	2	-0.7	7
51	CCOc1ccc(-c2cnc(N)n2C)cc1	0	3	5	-1.4	2
52	O=C(/C=C/Nc1ccc(Oc2ccccc2Cl)cc1)c1ccco1	7	6	12	-1.6	-2

no.	LEDGF integ inh	PRMT1 FP inh	HTRA1 inhibitor	SIAE primary	Rev-erbA mod
49	3	6	14	10	-1
50	2	-1	5	6	-2
51	1	2	0	1	-1
52	-2	-1	-18	2	0

# Screens deposited in PubChem BioAssay by several laboratories.
